# rTrxR1 inhibitor: qHTS Assay for Inhibitors of Mammalian Selenoprotein Thioredoxin Reductase 1 (TrxR1): qHTS; Thioredoxin reductase 1, cytoplasmic (Rattus norvegicus), O89049; recombinant rTrxR1, NADPH fluorescence consumption, selenite substrate; Potency, µM (doses to about 114 µM), inactives show at the top dose activity change, negative = inhibition, hits mostly inhibitors; hit rate 1% among 390,000; also: potency is read from the fitted curve at half-maximal effect; % is scaled to controls: 0 for no effect and ±100 for the full control effect; nearly all actives have a fitted effect of over 65% in size
#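 Rat TrxR1 (90 nM in the dispensed reagent) was pre-reduced with 400 uM NADPH for 5 min at room temperature, then incubated with compound for 15 min. After 400 uM selenite was added, NADPH fluorescence (Ex 340/Em 450 nm) was followed for 8 min.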
# TRHR enhancer: qHTS for Small Molecule Agonists and Allosteric Enhancers of Human TRH Receptor: Primary Screen for Enhancers | TRHR cells, fluo-8 calcium fluorescence, EC20 TRH enhancement | enhancement, % at 2 µM | hit rate 0.66% among 360,000; in the data active = enhancement above about 30%; also: 0% is about no effect
#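 TRHR-expressing cells loaded with fluo-8 calcium dye were read kinetically (ex 480/em 530) during compound addition, then stimulated with an EC20 of TRH (10 nM final). Enhancement of the Gq-mediated intracellular calcium response was scored.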
# TRHR ag: qHTS for Small Molecule Agonists and Allosteric Enhancers of Human TRH Receptor: Primary Screen for Agonists. Thyrotropin-releasing hormone receptor (Homo sapiens), P34981. TRHR cells, calcium flux fluo-8, FDSS agonist mode. activation, % at 2 µM. hit rate 0.18% among 360,000; in the data active = activation above about 30%; also: 0% is about no effect
#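 TRHR-expressing cells loaded with fluo-8 calcium dye; 23 nL library compound pin-transferred, kinetic FDSS fluorescence (Ex 480/Em 530) recorded about 180 s for agonist-induced calcium release, before a 10 nM TRH EC20 addition for potentiator mode.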
# D2 antagonist: HTS Assay for Allosteric Antagonists of the Human D2 Dopamine Receptor: Primary Screen for Antagonists. D(2) dopamine receptor (Homo sapiens), P14416. HEK293 TREx D2 cells, calcium flux, dopamine EC80. inhibition, % at 10 µM. hit rate 2% among 340,000. AID 485344, 2010; in the data active = inhibition above about 30%; also: 0% is about no effect
#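 Tetracycline-induced HEK293 TREx cells expressing D2 receptor forced-coupled to calcium signalling, loaded with no-wash calcium dye. Compounds added and calcium flux read 180 s, then dopamine added at EC80 and read a further 180 s.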
# D2 ag: HTS Assay for Allosteric Agonists of the Human D2 Dopamine Receptor: Primary Screen for Agonists. D(2) dopamine receptor (Homo sapiens), P14416. HEK293 T-REx D2 cells, calcium flux agonist mode. activation, % at 2 µM. hit rate 0.53% among 340,000;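 active = activation over 3 SD above normal in the single-dose calcium agonist read, cut at about 30% in these data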; also: 0% is about no effect
#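 Agonism is scored from calcium flux in a force-coupled, inducible HEK293 cell line expressing D2, read kinetically for 180 s after compound addition against dopamine controls.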
# TrxR1 substrate: qHTS Assay for Substrates of Mammalian Selenoprotein Thioredoxin Reductase 1 (TrxR1): qHTS | purified TrxR1 substrate turnover, NADPH consumption readout | Potency, µM (top dose mostly 114 µM), without a hit: top-dose activity change, negative = substrate turnover | hit rate 0.01% among 390,000; also: potency is read from the fitted curve at half-maximal effect; % is scaled to controls: 0 for no effect and ±100 for the full control effect; nearly all actives have a fitted effect of over 50% in size
#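 Rat TrxR1, dispensed at 90 nM, was prereduced with 400 uM NADPH (final) for 5 min at ~22 deg C, then incubated with compound 15 min before 400 uM selenite. A first-read NADPH fluorescence drop versus no-compound background flagged substrates.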
# USP1 inh: Inhibitors of USP1/UAF1: Primary Screen | Ubiquitin carboxyl-terminal hydrolase 1 (Homo sapiens), O94782 | recombinant USP1/UAF1, Ub-Rhodamine cleavage fluorescence | Potency, µM (titrated, usually from 57.1 µM), without a hit: top-dose activity change, negative = inhibition, most hits filed as inhibitors | hit rate 0.23% among 390,000 | AID 743255, 2014; also: potency is read from the fitted curve at half-maximal effect; % is scaled to controls: 0 for no effect and ±100 for the full control effect; nearly all actives have a fitted effect of over 60% in size; inactives centre near -12
# Target sequence (O94782 whole entry, looked up): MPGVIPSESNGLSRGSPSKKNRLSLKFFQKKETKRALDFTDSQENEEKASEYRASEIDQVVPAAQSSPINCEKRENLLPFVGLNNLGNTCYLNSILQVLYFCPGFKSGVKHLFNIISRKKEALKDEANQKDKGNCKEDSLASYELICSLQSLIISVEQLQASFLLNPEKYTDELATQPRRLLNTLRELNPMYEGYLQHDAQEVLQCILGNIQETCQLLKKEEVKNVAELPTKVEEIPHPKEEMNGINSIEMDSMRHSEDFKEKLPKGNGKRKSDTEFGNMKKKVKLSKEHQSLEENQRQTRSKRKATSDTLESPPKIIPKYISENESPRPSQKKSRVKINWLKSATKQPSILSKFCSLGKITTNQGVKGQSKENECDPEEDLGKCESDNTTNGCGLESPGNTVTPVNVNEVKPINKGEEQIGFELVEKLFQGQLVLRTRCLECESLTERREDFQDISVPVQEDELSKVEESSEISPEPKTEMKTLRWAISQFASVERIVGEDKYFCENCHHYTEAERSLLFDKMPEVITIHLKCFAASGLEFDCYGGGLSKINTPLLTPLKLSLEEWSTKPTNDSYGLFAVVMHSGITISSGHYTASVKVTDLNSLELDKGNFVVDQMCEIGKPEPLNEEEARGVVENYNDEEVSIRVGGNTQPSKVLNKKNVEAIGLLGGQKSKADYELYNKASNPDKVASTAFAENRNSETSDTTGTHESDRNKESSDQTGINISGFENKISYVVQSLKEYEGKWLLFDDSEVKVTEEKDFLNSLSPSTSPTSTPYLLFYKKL
#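 USP1/UAF1 complex (1 nM) preincubated 15 min at room temperature with compound, then Ub-Rho substrate (150 nM final) added. Kinetic fluorescence at 480/540 nm over 6 reads at 60 s intervals; 50 mM HEPES pH 7.8, 0.5 mM EDTA, 0.1 mg/ml BSA, 1 mM TCEP, 0.01% Tween-20.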
# Pin1 inhibitor: qHTS Assay to Find Inhibitors of Pin1; Peptidyl-prolyl cis-trans isomerase NIMA-interacting 1 (Homo sapiens), Q13526; Pin1 FP peptide displacement, HiFluor488, 10 min; Potency, µM (titrated, usually from 115 µM), for the others: top-dose activity, negative = inhibition, hits mostly inhibitors; hit rate 0.009% among 390,000; AID 504891, 2011; active = well fitted inhibition curve with a large enough effect in the polarisation, with a control signal flat, not every such curve was filed as active; inconclusive = small, poorly fitted or top-dose-only effect, or effect the other way, or a change in a side signal; inactive = no such curve, though single readings can be large or run the other way; the % refers to the polarisation; also: potency is read from the fitted curve at half-maximal effect; % is scaled to controls: 0 for no effect and ±100 for the full control effect
# Target sequence (Q13526 whole entry, looked up): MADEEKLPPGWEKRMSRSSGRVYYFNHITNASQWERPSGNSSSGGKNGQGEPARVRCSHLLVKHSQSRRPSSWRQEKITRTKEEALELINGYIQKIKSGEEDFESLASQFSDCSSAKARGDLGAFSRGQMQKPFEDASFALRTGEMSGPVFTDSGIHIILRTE
# IDH1 R132H inh: qHTS for Inhibitors of mutant isocitrate dehydrogenase 1 (IDH1): qHTS; Isocitrate dehydrogenase [NADP] cytoplasmic (Homo sapiens), O75874; IDH1-R132H enzyme, NADPH consumption, diaphorase/resazurin fluorescence; Potency, µM (highest dose often 76.6 µM), for the others: at the highest dose activity change, negative = inhibition, actives largely listed as inhibitors; hit rate 0.093% among 390,000; AID 602179, 2012; also: potency is read from the fitted curve at half-maximal effect; % is scaled to controls: 0 for no effect and ±100 for the full control effect; nearly all actives have a fitted effect of over 65% in size
#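 IDH1-R132H (0.5 ug/mL) preincubated 30 min with compound, then NADPH (0.016 mM) and alpha-KG (2 mM) added; 80 min at RT, pH 7.5. Remaining NADPH coupled via diaphorase/resazurin to fluorescence (540/590 nm); concentration-response curves normalized to no-enzyme control.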
# * hit, by the source's call; ? = inconclusive; . = no result given; & = joins results of further samples; [ ] = dose if it differs, or a comment. Unless noted, calls follow the shape of the dose curve; as a rule, active = well fitted inhibition curve with a large enough effect; inconclusive = small, poorly fitted or top-dose-only effect; inactive = no such curve, though single readings can be large or run the other way. The list is partial (hit frequency here may not be typical).
1	Cc1ccc(C(=O)O/N=C(\N)Cc2ccc([N+](=O)[O-])cc2)c(Cl)c1
2	CCOC(=O)C(Cc1ccc(O)cc1)NC(=O)CNC(=O)C1CCCN1C(=O)OC(C)(C)C (stereo not given)
3	COc1cccc(N=Cc2c[nH][nH]c2=O)c1
4	COc1cc(OC)c(/C=N/n2c(C3CCCCC3)n[nH]c2=S)c(OC)c1
5	CCOC(=O)N1CCN(C(=O)Cn2c(=O)sc3ccccc32)CC1
6	O=C(CC1N=C2c3ccccc3N=C(SCC(=O)Nc3ccc(F)cc3)N2C1=O)NCc1ccc2c(c1)OCO2 (stereo not given)
7	CC(C)Cc1nnc(NC(=O)CCC(=O)Nc2ccc3cn[nH]c3c2)s1
8	N#Cc1ccc(Cn2c(=O)c(C#N)c3n(c2=O)CCC3)cc1
9	COc1ccc(-c2cc(C(=O)N3CCN(c4ccc(F)cc4)CC3)no2)cc1OC
10	CCN1CCSc2ccc(C(=O)NCc3cc(Br)ccc3OC)cc21
Screen / compound no.	1	2	3	4	5	6	7	8	9	10
rTrxR1 inhibitor	-5%	7%[57.1 µM]	8%[57.1 µM]	7%[57.1 µM]	14%	6%[57.1 µM]	12%	-4%[57.1 µM]	6%&12%	46%
TRHR enhancer	-5	-5	-2	14	1	-4	5	2	10&5	-1
TRHR ag	0.4	0.1	-0.2	-0.4	0.2	0.1	0.2	0.9	-0.9&-0.5	0.1
D2 antagonist	7	-2	-4	-16	-4	.	19	1	8	-9
D2 ag	-0.8	0.1	-0.1	1.2	1.0	0.0	-1.2	0.4	-2.0	0.3
TrxR1 substrate	-18%	2%[57.1 µM]	9%[57.1 µM]	8%[57.1 µM]	-1%	1%[57.1 µM]	-1%	3%[57.1 µM]	-8%&0%	31%[activator][57.1 µM]
USP1 inh	2%	-14%	-19%	-6%	-8%	-3%	-10%	-19%	-13%&-26%	-12%
Pin1 inhibitor	8%	-5%	0%	4%	-1%	3%	5%	-3%	3%&-4%	19%
IDH1 R132H inh	-8%	-2%	3%	0%	-4%	-9%	9%	1%	-9%&-2%	-8%

11	CSc1ccc(CNC(=O)c2cc3cc(S(=O)(=O)N4CCCCC4)ccc3n2C)cc1
12	CCCc1ccc(C(=O)COC(=O)CN2C(=O)NC3(CCCCC3C)C2=O)cc1 (stereo not given)
13	CCc1ccc(N2CCN(C(=O)c3ccc4c(c3)OCO4)CC2)cc1
14	NC(=S)N/N=C/c1ccc(-c2cccc([N+](=O)[O-])c2)o1
15	O=S(=O)(c1ccc(F)cc1)N1CCN(C(=S)NCC2CCCO2)CC1 (stereo not given)
16	CSC1=NSC2=NC(=O)/C(=C/c3coc4ccccc4c3=O)C(=N)N12
17	CCN(C(=O)c1cc([N+](=O)[O-])ccc1NCc1cccnc1)c1ccccc1
18	O=C(NCc1ccco1)C1CC(c2ccc(Cl)cc2)=NO1 (stereo not given)
19	C=CCN(C(=O)CNC(=O)c1ccco1)C(C(=O)NC1CCCCC1)c1ccc(OC)cc1 (stereo not given)
20	COc1ccc(OC(=O)c2cccc([N+](=O)[O-])c2)c(C(=O)/C=C/c2cccs2)c1
Screen / compound no.	11	12	13	14	15	16	17	18	19	20
rTrxR1 inhibitor	22%[57.1 µM]	10%	5%	-31%	3%	-31%	-17%	-14%[57.1 µM]	-4%	18%[57.1 µM]
TRHR enhancer	9	11	0	2	-1	14	-10	-1	-3	-4
TRHR ag	1.1	-0.6	0.3	-0.5	-0.5	78*	-1.3	-3.2	-0.5	0.3
D2 antagonist	.	-19	0	4	-17	-13	9	-9	-3	-12
D2 ag	1.4	0.2	0.0	0.1	-0.1	55*	0.6	-1.6	-1.3	1.0
TrxR1 substrate	4%[57.1 µM]	-5%	3%	-13%	-1%	-7%	-10%	6%[57.1 µM]	-5%	-10%
USP1 inh	2%	-2%	-7%	-11%	-7%	25µM*	-4%	-7%	-3%	-1%
Pin1 inhibitor	17%	?	-2%	-11%	2%	?	0%	-4%	5%	3%
IDH1 R132H inh	-5%	-11%	3%	2%	1%	-5%	-4%	-5%	5%	6%

21	Cc1nn2cc(-c3ccccc3)nc2[nH]c1=O
22	CSc1ccc(S(=O)(=O)N2CCC(C(=O)NCc3ccco3)CC2)cc1
23	CSc1ccccc1NC(=O)COc1nsnc1N1CCOCC1
24	CCOc1cc(-c2ccc(OC(=O)c3ccccc3Cl)c(OC)c2)cc(=O)c2c(C)oc(C)c12
25	COc1ccc(-n2nnnc2SCC(=O)NC2CCS(=O)(=O)C2)cc1 (stereo not given)
26	Cc1nc2c(=O)[nH]c(=S)n(C)c2nc1C
27	COc1cc(S(=O)(=O)NCC(c2ccco2)N2CCCCC2)ccc1NC(C)=O (stereo not given)
28	Nc1ccc(NC(=O)Nc2ccc(N)cc2)cc1
29	COc1ccc(NC(=O)CS(=O)CC(=O)Nc2cc(Cl)ccc2OC)cc1 (stereo not given)
30	CN1C(=S)SC(N(O)C(=O)Nc2ccc(Cl)c(Cl)c2)C1(C)C (stereo not given)
Screen / compound no.	21	22	23	24	25	26	27	28	29	30
rTrxR1 inhibitor	-14%	5%	21%	2%	1%	?	1%	4%[2.29 µM]	2%[57.1 µM]	1%[57.1 µM]
TRHR enhancer	-1	-1	7	9	.	4	5	-7	-7	6
TRHR ag	-0.3	-1.2	0.5	0.8	.	-0.2	-0.3	1.5	0.3	1.2
D2 antagonist	-2	-38	1	.	.	-8	7	-5	18	-23
D2 ag	-0.5	-1.7	0.3	-0.5	.	-0.6	-0.3	0.1	0.3	2.0
TrxR1 substrate	89%[activator]	1%	4%	-10%	5%	-20%	1%	3%[57.1 µM]	4%[57.1 µM]	-1%[57.1 µM]
USP1 inh	0%	-6%	-24%	?	-19%	-2%	-3%	-11%	-1%	4%
Pin1 inhibitor	-2%	-2%	-4%	16%	4%	1%	-14%	-1%	0%	1%
IDH1 R132H inh	-1%	16%	7%	-19%	-14%	1%	3%	-7%	8%	3%

31	CC(NC(=O)OCc1ccccc1)C(=O)Oc1cc2oc(=O)cc(-c3ccccc3)c2cc1Cl (stereo not given)
32	Cc1ccc(-c2cccc(C3CC=CC4C3C(=O)N(Cc3ccccc3)C4c3ccc(C(F)(F)F)cc3)c2)cc1 (stereo not given)
33	Cc1cc(C)nc(NC(=NCCc2c[nH]c3ccc(Cl)cc23)NC(=O)c2ccccc2C)n1
34	COCCn1nnnc1C(c1ccc(OC)c(OC)c1)N1CCN(C(=O)c2ccco2)CC1 (stereo not given)
35	O=C(CN1C(=O)C2CC=CCC2C1=O)Nc1nc2ccc(F)cc2s1 (stereo not given)
36	COc1cc(C2Oc3ccccc3C=C2[N+](=O)[O-])cc(OC)c1OC (stereo not given)
37	Cc1ccc(NC(=O)CCNC(=O)c2ccc(Cl)cc2)cc1C
38	Cc1cc(NC(=O)CSc2nc(C(C)C)nc3ccccc23)no1
39	O=C(CSc1nccn1Cc1ccc(F)cc1)Nc1ccc(F)cc1F
40	CC1CCN(c2cc(N3CCN(C(=O)c4ccc(F)c(F)c4)CC3)c([N+](=O)[O-])cc2F)CC1
Screen / compound no.	31	32	33	34	35	36	37	38	39	40
rTrxR1 inhibitor	?	-6%&-11%	18%	17%[57.1 µM]	-2%	?	9%	-1%	-8%	-17%
TRHR enhancer	-1	4	-9	-9	6	-1	-9	6	-8	6
TRHR ag	0.5	0.4	1.9	1.0	1.4	1.1	-0.3	0.3	-2.6	-1.1
D2 antagonist	5	12	.	12	-17	-2	25	.	1	8
D2 ag	-0.7	-0.4	1.0	-0.2	2.2	8.1	0.4	.	-2.7	2.4
TrxR1 substrate	-8%	-10%&-5%	-1%	7%[57.1 µM]	-5%	-9%	1%	-6%	-16%	-17%
USP1 inh	-14%	-27%	?	-16%	-3%	-11%	-8%	-16%	-5%	-13%
Pin1 inhibitor	-11%	45%&22%[activator]	0%	1%	-4%	-13%	3%	-7%	-2%	-8%
IDH1 R132H inh	2%	3%	-3%	-2%	0%	-4%	15%	-3%	7%	0%

# An excerpt of these results, tab-delimited.
item	canonical_smiles	rTrxR1 inhibitor	TRHR enhancer	TRHR ag	D2 antagonist	D2 ag	TrxR1 substrate	USP1 inh	Pin1 inhibitor	IDH1 R132H inh
32	Cc1ccc(-c2cccc(C3CC=CC4C3C(=O)N(Cc3ccccc3)C4c3ccc(C(F)(F)F)cc3)c2)cc1 (stereo not given)	-6%&-11%	4	0.4	12	-0.4	-10%&-5%	-27%	45%&22%[activator]	3%
38	Cc1cc(NC(=O)CSc2nc(C(C)C)nc3ccccc23)no1	-1%	6	0.3	.	.	-6%	-16%	-7%	-3%
37	Cc1ccc(NC(=O)CCNC(=O)c2ccc(Cl)cc2)cc1C	9%	-9	-0.3	25	0.4	1%	-8%	3%	15%
